# Source: PubChem BioAssay
# miR-122 sensor: blocks miR-122 activity in Huh7 sensor cells. Huh7 miR-122 Renilla luciferase sensor, 48 h; neutral wells = 0, positive control = 100. activation (reporter increase), % at 12.5 µM. 340,000 tested, 0.3% active. AID 602342;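 active = mean replicate activation score at least 90 and every replicate individually at or above 90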;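 note: higher luciferase means less miR-122 activity so hits act as miR-122 inhibitors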
# * marks the source's active call; other numbers are inactive results; & = joins results of further samples. An excerpt (hit frequency here may not be typical).
molecule,miR-122 sensor
COc1cccc(C2C(C(=O)c3sc(C)nc3C)=C(O)C(=O)N2CCN2CCOCC2)c1 (configuration not stated),-3.3
O=C(NCc1ccncc1)c1ccc(Br)o1,-3.4
COc1ccc(C(=O)N2CCN(C3CCN(Cc4ccccc4)CC3)CC2)cc1OC,-0.8
N#C/C(=C1\C(=O)Nc2c(Cl)cc(Cl)cc21)c1nnc2n1CCCCC2,-4.3
CC(=O)c1ccc(-n2nnnc2SCC(=O)N2CCc3ccccc3C2)cc1,-0.4
CC(C)(C)OC(=O)NCc1ccc(CNC(=O)c2[nH]cnc2C(=O)NC2CCN(C(=O)OC(C)(C)C)CC2)cc1,-3.9
C=CCOC(=O)C1=C(C)OC(N)=C(C#N)C1c1ccc(F)cc1 (configuration not stated),-2.9
CC(C)(C)NC(=O)C(c1ccsc1)N(CCc1ccccc1)C(=O)Cn1nnc2ccccc21 (configuration not stated),0.3
O=C(COC(=O)C1CC(=O)N(c2ccc3c(c2)OCCO3)C1)NC1CCCc2ccccc21 (configuration not stated),-0.6
CCOc1ccc(OCC)c(NC(=O)CN2CCN(CC)CC2)c1,4.2
N#Cc1c2n(cnc1=O)CCCCC2,-4.5
CC1=C(C(=O)Nc2cccnc2)C(c2cccnc2)n2nc(-c3cccs3)nc2N1 (configuration not stated),-0.6
Cc1cccnc1Nc1nc(-c2ccc(O)cc2O)cs1,-7.6
CCOc1ccc(CC(=O)C2C(=O)CCCC2=O)cc1OCC,-2.9
CN[C@H](C)C(=O)NC[C@H]1O[C@@H](n2cnc3c(N)ncnc32)[C@H](O)[C@@H]1O,1.8
CC(C)(C)C(=O)CN1CCN(S(=O)(=O)c2ccc(F)cc2)CC1,1.5
CCN(CC)Cc1c(C(=O)OC(C)C)nnn1-c1nonc1N,-2.0
CCCC(=O)Nc1ccc(C(=O)Nc2nc(CC(=O)OCC)cs2)cc1,-3.7
CC1CCCC(NC(=O)CN2CCN(Cc3ccc(Cl)cc3)C2=O)C1C (configuration not stated),-1.0
COC(=O)c1ccc(C2NC(=O)NC(C)=C2C(=O)N(C)C)cc1 (configuration not stated),16.0
N=c1c(S(=O)(=O)c2ccccc2)cc2c(=O)n3ccccc3nc2n1Cc1ccco1,-4.6
CCOC(=O)CNC(=O)Cn1cnc2c(nnn2-c2cccc(Cl)c2)c1=O,13.0
COc1cccc(N2CCN(S(=O)(=O)c3ccc4nc(-c5ccccc5)[nH]c4c3)CC2)c1,5.7
O=C(Nc1ccc2c(c1)OCCO2)C1CCN(C(=O)c2ccc(Br)cc2)CC1,-8.1

# Retrieved by compound from the list above (4):
molecule,miR-122 sensor
N#C/C(=C1\C(=O)Nc2c(Cl)cc(Cl)cc21)c1nnc2n1CCCCC2,-4.3
COc1ccc(C(=O)N2CCN(C3CCN(Cc4ccccc4)CC3)CC2)cc1OC,-0.8
CCN(CC)Cc1c(C(=O)OC(C)C)nnn1-c1nonc1N,-2.0
CCOc1ccc(CC(=O)C2C(=O)CCCC2=O)cc1OCC,-2.9

# Carrying on:
molecule,miR-122 sensor
Cn1c(=O)c2cc(NC(=O)NCCc3cccs3)ccc2n1-c1ccc(C(C)(C)C)cc1,-5.1
N=c1c(C(=O)NCc2ccco2)cc2c(=O)n3ccccc3nc2n1Cc1ccccc1,7.5
COc1ccc(NC(=O)C(C)N(c2ccc(C)cc2)S(C)(=O)=O)c(OC)c1 (configuration not stated),1.1
Cc1nn(-c2ccccc2)c(Cl)c1C(=O)NCC(=O)O,1.9
Nc1c(C(=O)C2CC2)sc2nc(-c3cccs3)cc(C(F)(F)F)c12,-4.1
CCOC(=O)N1CCC(NC(=O)CCC(=O)N2CCOc3ccc(C)cc32)CC1,2.7
O=C(N1CCOCC1)N1CCN(C(=O)N(c2ccccc2)c2ccccc2)CC1,-2.4
Cc1ccc(OCCN2CCN(C(=O)CCC(=O)Nc3nnc(C(C)C)s3)CC2)cc1,-10.8
O=C(O)c1cccc(-n2cnnn2)c1,0.3
CCOC(=O)c1c[nH]c2c3c(ccc2c1=O)CCCC3,12.0
O=C1CC(c2ccccc2F)c2cc3c(cc2N1)CCC3 (configuration not stated),15.8
N#Cc1cc(-c2ccccc2)nnc1Sc1ccc(Cl)cc1,-7.5
CC(C)[C@@H]1NC(=O)N(c2ccc(Oc3ccccc3)cc2)C1=O,-1.5
CCOC(=O)c1[nH]c2cc(OC)c(OC)cc2c1NC(=O)C(C)N1CCN(Cc2ccccc2)CC1 (configuration not stated),2.0
CCOC(=O)C1CCCN(C(=O)c2cc3cc4ccc(OC)cc4nc3o2)C1 (configuration not stated),-3.9
O=C(Cc1ccccc1)NC(NCCc1ccccc1)C(Cl)(Cl)Cl (configuration not stated),2.1
O=C(CCCCCC(=O)N(CCO)CCO)N(CCO)CCO,-1.3
COC(=O)CCN(C(=O)C12CC3CC(CC(C3)C1)C2)c1ccccn1,-0.3
COc1cccc(CNc2ccc3[nH]c(=O)[nH]c3c2)c1OCc1ccccc1,-5.0
CCOC(=O)C(C)n1cnc2c(cnn2-c2ccc(Cl)cc2)c1=O (configuration not stated),-8.1
CCOc1cc(CNc2ccc(O)cc2)cc(Br)c1OCc1ccccc1F,-4.3
CC1(C)CC(=O)NC=C(c2ccccc2)C1,-3.1
OC(COC(c1ccccc1)c1ccccc1)CN1CCCCC1 (configuration not stated),7.8
OC(COc1ccc2ccccc2c1Cl)CN1CCOCC1 (configuration not stated),6.3

# In another format: results already given
> CCOc1cc(CNc2ccc(O)cc2)cc(Br)c1OCc1ccccc1F
  miR-122 sensor: -4.3

> CC1(C)CC(=O)NC=C(c2ccccc2)C1
  miR-122 sensor: -3.1

> OC(COC(c1ccccc1)c1ccccc1)CN1CCCCC1 (configuration not stated)
  miR-122 sensor: 7.8

> OC(COc1ccc2ccccc2c1Cl)CN1CCOCC1 (configuration not stated)
  miR-122 sensor: 6.3

# (list continues)
molecule,miR-122 sensor
CC(C)COc1ccc2[nH]c3c(c2c1)CCCC3=O,-5.3
Cc1cnnc2ccc3c(no[n+]3[O-])c12,-4.9
Clc1ccc(OCc2nn3c(C4CCCCC4)nnc3s2)cc1,3.3
CCCCN(C)C(=O)c1cn(C)c2ccc(S(=O)(=O)N3CCC(C)CC3)cc2c1=O,-2.7
O=C(c1ccccc1)c1cccc(NC(=O)c2ccc(Br)o2)c1,-2.0
Nn1c(Nc2ccccc2)nc2sc3c(c2c1=O)CCC3,-3.0
O=C1CC(=O)CC(c2ccco2)C1,0.9
CCc1ccccc1NC(=O)N[C@H](C(=O)O)C(C)C,-2.8
CC1CN(c2oc(COc3ccc(Cl)cc3Cl)nc2C#N)CC(C)O1 (configuration not stated),-0.2
CCNC(=S)Nc1cccc(Cl)c1C,2.4
O=C(N/N=C\c1ccccc1)c1sccc1-n1cccc1,2.2
Cc1ccc(S(=O)(=O)Nc2ccc(S(=O)(=O)Nc3ncccn3)cc2)cc1,-0.1
O=C(NCc1ccco1)C(c1ccco1)N(C(=O)Cn1nnc2ccccc21)c1ccc2c(c1)CCC2 (configuration not stated),-3.6
CCN(CC)CC(O)COc1ccc2c(c1)c(C(C)=O)c(C)n2-c1ccccc1 (configuration not stated),-11.8
Cn1c(=O)c2c(ncn2CC(=O)Nc2nnc(Cc3ccccc3)s2)n(C)c1=O,1.2
c1ccc(NCn2cncn2)nc1,8.4
CCCS(=O)(=O)N1CCCC(C(=O)NCCN2CCCCC2C)C1 (configuration not stated),1.5
COc1ccc2c(c1)N(C(=O)CSc1n[nH]c(C)n1)C(C)(C)C=C2C,4.0
O=C(NC1(C(F)(F)F)N=C2SCCN2C1=O)c1ccco1 (configuration not stated),-7.3
COc1cccc(CN2CCN(Cc3cc(OC)c(OC)cc3[N+](=O)[O-])CC2)c1,-8.9
c1ccc(C(c2nnnn2C2CCCCC2)N2CCc3ccccc3C2)nc1 (configuration not stated),2.1
Cc1sc2ccccc2[n+]1CCC(C)S(=O)(=O)[O-] (configuration not stated),-6.5
COc1ccc(C(=O)c2c(C(F)(F)F)oc3c2C(=O)c2ccccc2C3=O)cc1OC,-2.7
Cc1noc(C)c1COc1ccc(C(=O)OCC(=O)N2c3ccccc3NC(=O)C2(C)C)cc1,-12.4
CN(C)C=Nc1ncc2c([nH]c3ccccc32)c1C#N,-18.7
CCN1CCN(Cc2ccc(NC(=O)c3ccc(C)c(/C=C/c4cnc(Nc5cc(N6CCNCC6)nc(C)n5)cn4)c3)cc2C(F)(F)F)CC1,-23.0&-0.4
CCCCCCCOC(=O)c1ccc(OC(=O)c2cccnc2)cc1,1.8
CCc1ccc(Nc2nnc(SCc3cc(=O)n4ccsc4n3)s2)cc1,6.5
Cc1cc(=O)[nH]c(/N=C(\N)Nc2cccc3ccccc23)n1,2.1
CCOC(=O)C1CCCN(C2CC(=O)N(c3cccc(C)c3)C2=O)C1 (configuration not stated),2.7
COc1cc(C(=O)Nc2cnc(NC(=O)C(C)C)cc2C)cc(OC)c1OC,3.5
O=C(N/N=C\c1ccccn1)C1COc2cc3ccccc3cc2O1 (configuration not stated),1.5
CCN1CCN(CCCNC(=O)c2cc3cc4ccc(OC)cc4nc3o2)CC1,-13.3
O=C(O)c1ccn[nH]1,0.0
CCOC(=O)c1oc2cccc(OC(C)=O)c2c1C,-10.4
Cn1c(N)c(C(=O)NCc2ccccc2Cl)sc1=S,6.2
Cc1ccccc1C(=O)N1CCN(c2ccc(NC(=O)CSc3ccc(Cl)cc3)cc2)CC1,-12.2
Clc1ccc(Oc2cnns2)cc1Cl,0.2
COc1ccc(C2=NN3C(C2)c2ccccc2OC32C(=O)N(C)c3ccccc32)cc1 (configuration not stated),10.1
N#CCCCN1C(=O)C(O)(CC(=O)c2ccc3c(c2)OCCO3)c2ccccc21 (configuration not stated),1.8
Nn1cnc2sc3c(c2c1=O)CCC3,0.5
C=CCc1ccccc1OCC(O)CN1CCN(C(=O)OCC)CC1 (configuration not stated),-7.0
COc1ccccc1-c1nnc(SCC(=O)O)n1C,-0.6
CCOc1cc(-c2nc(-c3ccc(OC)cc3)no2)cc(OCC)c1OCC,-2.4
CCOc1cc(/C=N/NC(N)=S)cc(Br)c1OCc1ccccc1C,7.9
COc1ccc(-c2nc(C)ncc2-c2csc(C)n2)c(O)c1,-2.1
COC(=O)c1nc2n(n1)C(c1ccccc1OC)C1=C(CCCC1=O)N2 (configuration not stated),-0.7
Cc1cc(NC(=O)CSc2nnc(-c3ccc4c(c3)OCCO4)o2)no1,4.3

# Some of these compounds in order of the miR-122 sensor value, smallest number first:
molecule,miR-122 sensor
C=CCc1ccccc1OCC(O)CN1CCN(C(=O)OCC)CC1 (configuration not stated),-7.0
COC(=O)c1nc2n(n1)C(c1ccccc1OC)C1=C(CCCC1=O)N2 (configuration not stated),-0.7
COc1ccccc1-c1nnc(SCC(=O)O)n1C,-0.6

# Remaining list, next part:
molecule,miR-122 sensor
CCc1ccccc1NS(=O)(=O)c1ccc(SC)cc1,28.0
O=C1CSC(=S)N1Cc1cccnc1,12.6
CCC(c1nnnn1Cc1ccco1)N(CCN1CCOCC1)Cc1cc2cc(C)ccc2[nH]c1=O (configuration not stated),-6.1
CCCCn1c(NC(=O)c2ccc(Br)o2)c(S(=O)(=O)c2ccccc2)c2nc3ccccc3nc21,165.1*
COc1cccc(NC2CC(=O)N(CCc3ccccc3)C2=O)c1 (configuration not stated),0.3
COc1ccc(CNC(=O)/C=C/c2ccc(OCCCF)cc2)cc1,3.7
CCCNc1nc2c(c(=O)[nH]c(=O)n2C)n1Cc1cccc(Br)c1,-3.7
COc1ccc(NC(=O)NC2CCCCCCC2)c(OC)c1,2.5
O=C(OCCCCN1C(=O)c2ccccc2C1=O)c1ccc(S(=O)(=O)N2CCCC2)cc1,0.6
COC(=O)c1sc2ccccc2c1-n1cccc1C(=O)C(=O)Nc1ccc(F)cc1,5.3
COc1ccc(NC(=O)CCc2nc(-c3ccc(C)cc3)no2)c(OC)c1,1.9
CCOC(=O)CCc1c(C)nc2cc(-c3ccc(F)cc3)[nH]n2c1=O,-3.6
CC(C)C(c1nnnn1Cc1ccccc1)N(Cc1ccco1)Cc1cccs1 (configuration not stated),4.4
O=C(C1CCC(C(=O)N2CCc3ccccc32)CC1)N1CCc2ccccc21 (configuration not stated),-2.7
O=C(Nc1ccon1)c1sc2ccccc2c1Cl,-1.4
COc1ccccc1NC(=O)CC1Nc2ccccc2NC1=O (configuration not stated),-6.3
Cn1c(CN2CCCCC2)nc2cc(NC(=O)c3ccc(F)cc3)ccc21,7.8
COc1ccc(S(=O)(=O)Nc2nc(C(F)(F)F)cs2)cc1,0.3
COCC(C)n1c(C)cc(C(=O)Cn2c(=O)oc3ccccc32)c1C (configuration not stated),-3.9
CCOC(=O)/C(=C\Nc1ccc(OC(F)(F)F)cc1)Sc1ncc(C(F)(F)F)cc1Cl,-3.5
Cc1ccc(S(=O)(=O)NCC2CCC(C(=O)NCc3ccco3)CC2)cc1 (configuration not stated),1.5
CCCN1c2cccc3cccc(c23)S1(=O)=O,4.6
Nc1cc(Cl)nc(N/N=C/c2ccccc2[N+](=O)[O-])n1,2.5
COC(=O)C1=C(C)N(C)C(C)=C(C(=O)OC)C1c1ccc(Cl)cc1,-2.0
CCOc1ccc(N=C2NC(=O)C(CC(=O)O)S2)cc1 (configuration not stated),-2.6
COc1ccc(-c2nn(-c3ccccc3)cc2C(=O)Nc2nccs2)cc1,-0.4
CCOC(=O)c1ccccc1NC(=O)Nc1ccc(OC)c(OC)c1,-0.3
CC(C(=O)NCC1CCCO1)n1cccc1C(=O)c1ccccc1 (configuration not stated),-2.8
NC(=O)c1cc(N2C(=O)C=CC2=O)ccc1Cl,-1.9
